Source: PubChem
TNAP inhibition: inhibition of tissue-nonspecific alkaline phosphatase – biochemical, luminescent (AID 518). 64,000 tested, 0.09% active. purified TNAP enzyme, luminescent substrate readout; higher % means a stronger effect. inhibition, % at 20 µM, or IC50 in µM where a hit was titrated; in the data active = a potency from the dose series; inactive = the rest, 99 in 100 with inhibition below about 22%;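 note: plate controls were vehicle for no effect and reference inhibitor for full effect; many of its hits are not listed in these tables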
Bfl-1 displacement: Bfl-1 inhibitors, primary screen, biochemical, fluorescence polarization, FITC-Bid, mouse (AID 432) | FITC-Bid BH3 peptide fluorescence polarization displacement; higher % means a stronger effect | one-dose displacement, % at 20 µM; IC50 in µM for titrated hits | 64,000 tested, 0.02% active; in the data active = a potency from the dose series; inactive = the rest, 99 in 100 with displacement below about 15%; note: strong numbers were not always called active
Spn MK inh: S. pneumoniae mevalonate kinase inhibition; AID 555; inhibition, % at 10 µM; 65,000 tested, 0.48% active; purified MK, PK/LDH-coupled NADH absorbance 340 nm;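 active = ranked among the strongest by inhibition in the single 10 µM screen, a fixed top-ranked set picked for dose follow-up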; note: no value below 0 was filed
DPM-DC inhibit: inhibitors of Streptococcus pneumoniae diphosphomevalonate decarboxylase. 65,000 tested, 0.49% active. AID 556. purified DPM-DC, PK/LDH coupled NADH fluorescence. calls only at 10 µM;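 active = the 320 compounds with the highest percent inhibition in the single-dose primary screen, excluding strongly autofluorescent ones, cut at about 32% in these data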;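 note: kinetic rate of NADH fluorescence loss reporting ADP formed by the decarboxylase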
LYP phosphatase: inhibition of human PTPN22 tyrosine phosphatase – biochemical, DiFMUP fluorescence, recombinant catalytic domain, 10 µM, primary screen (AID 606); one-dose inhibition, % at 10 µM; IC50 in µM for titrated hits; recombinant LYP catalytic domain, DiFMUP fluorescence; higher % means a stronger effect; 52,000 tested, under 10 active;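 active = IC50 under 40 µM in the dose-response test; inactive = IC50 of 40 µM or more, or never dose-tested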
HT1080 viability: cytotoxicity in HT1080 fibrosarcoma cells, cell-based, fluorescence readout (AID 620) | HT1080 viability, fluorescence; higher % means a stronger effect | cytotoxicity, % at 10 µM; hits with a dose series show EC50 in µM | 87,000 tested, 0.42% active;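 note: cells exposed to compound overnight then 4 h with Alamar Blue; 0% = vehicle DMSO and 100% = killing control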
PMK inhibit: S. pneumoniae PMK inhibition; purified PMK, PK/LDH-coupled NADH absorbance 340 nm; inhibition, % at 10 µM; 65,000 tested, 0.49% active;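 active = top-ranked compounds by inhibition in the single 10 µM screen, taking a fixed number of the strongest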;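 note: 0% = full reaction with DMSO carrier and 100% = background rate without enzyme reaction; no value below 0 was filed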
HPDE-C7 cytotoxicity: HPDE-C7 pancreatic duct cell viability loss – fluorescence, HTS (AID 430). HPDE-C7 pancreatic duct cells viability, fluorescence; higher % means a stronger effect. 63,000 tested, 1.8% active. one-dose cytotoxicity, % at 10 µM; EC50 in µM for titrated hits;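 note: cells exposed to compound for 48 hours before viability readout; 0% = vehicle and 100% = reference cytotoxic drug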
KRASV12 cytotoxicity: viability loss of HPDE-C7K cells – cell-based, fluorescence, HTS, primary screen (AID 431). HPDE-C7K KRASV12 cells, Alamar Blue viability, 48 h; higher % means a stronger effect. one-dose cytotoxicity, % at 10 µM; EC50 in µM for titrated hits. 63,000 tested, 1.7% active;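 active = compounds whose percent cytotoxicity in the single-dose primary screen, scaled between solvent and toxic-drug controls, exceeds 50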;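 note: 0% = DMSO solvent wells and 100% = doxorubicin-treated wells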
PMK inhibit pilot replicates: recorded beside PMK inhibit, whose call it bears; inhibition, %; measured here: pilot screen replicates
Spn MK inh pilot replicates: further read-out of Spn MK inh, marked with its call; inhibition, %; measured here: pilot screen replicates
DPM-DC inhibit pilot screen %: recorded beside DPM-DC inhibit, whose call it bears; inhibition, %; measured here: pilot screen trials
Numbers without * were called inactive; i = inactive; . = no result given; [ ] = remark or other dose. Cut-off read from the data, not from the text of the source, unless noted: active = cytotoxicity above about 50%; inactive = the rest.

SMILES	TNAP inhibition	Bfl-1 displacement	Spn MK inh	DPM-DC inhibit	LYP phosphatase	HT1080 viability	PMK inhibit	HPDE-C7 cytotoxicity	KRASV12 cytotoxicity	others
Cc1ccc2c(c1)C(CCN)C(=O)N2Cc1ccccc1 (stereo not drawn)	44%	0%	0	i	2%	.	9	16%	20%
O=C1CCCC2=C1C(c1ccco1)Nc1ccc(C(=O)c3ccccc3)cc1N2 (stereo not drawn)	9%	2%	0	i	13%	0%	0	37%	35%
CCOC(=O)c1[nH]c2ccc(OC)cc2c1NC(=O)C(C)N1CCSCC1 (stereo not drawn)	11%	-5%	7	.	2%	-5%	0	19%	31%
COc1ccccc1N1CC(O)=C(c2nc3ccccc3c(=O)[nH]2)C1=N	9%	-6%	22	i[may fluoresce]	.	6%	7	27%	26%	PMK inhibit pilot replicates=0.0;Spn MK inh pilot replicates=0.0;DPM-DC inhibit pilot screen %=57
COC(=O)[C@@H](NC(=O)Nc1ccc(OC(F)(F)F)cc1)C(C)C	8%	-7%	9	i	6%	0%	9	-6%	-3%
O=C(Nc1ccc(Oc2ccccc2)cc1)C1CCCO1 (stereo not drawn)	2%	-7%	7	i	8%	-4%	0	-6%	0%
Cc1noc(NS(=O)(=O)c2ccc(NC(=O)CSc3n[nH]c(-c4ccccc4)n3)cc2)c1C	45%	7%	13	i	8%	-4%	0	-2%	1%
OCCN(CCO)CC(O)Cn1c2ccccc2c2ccccc21 (stereo not drawn)	4%	2%	6	i	.	2%	6	7%	3%
O=C(NCc1ccccc1)N[C@@H](Cc1ccccc1)C(=O)O	21%	-2%	7	i	5%	1%	3	4%	14%	PMK inhibit pilot replicates=3.0;Spn MK inh pilot replicates=2.0;DPM-DC inhibit pilot screen %=1.0
CCOCCn1c(=O)c2c(nc3n2CCN3c2ccccc2)n(C)c1=O	1%	2%	6	i	.	-1%	13	-18%	-17%
COc1ccc(C2c3c(oc4ccccc4c3=O)C(=O)N2CC2CCCO2)cc1 (stereo not drawn)	7%	6%	14	i	11%	-26%	8	-28%	-35%
O=S1(=O)CC(N2CCOCC2)c2ccccc21 (stereo not drawn)	8%	1%	4	i	8%	4%	0	7%	6%	PMK inhibit pilot replicates=2.5;Spn MK inh pilot replicates=0.5;DPM-DC inhibit pilot screen %=1.5
N#Cc1cc2ccccc2nc1SCC(=O)Nc1ccccc1N1CCOCC1	11%	9%	4	i	8%	13%	0	-6%	4%	PMK inhibit pilot replicates=2.5;Spn MK inh pilot replicates=0.0;DPM-DC inhibit pilot screen %=0.5
CCCCNC(=O)c1nnn(-c2ccccc2)c1N	14%	-2%	4	i	-6%	-2%	5	-4%	8%	PMK inhibit pilot replicates=2.0;Spn MK inh pilot replicates=2.5;DPM-DC inhibit pilot screen %=0.0
CCOC(=O)C1CCCN(CC(=O)Nc2c(C(=O)OC)[nH]c3ccccc23)C1 (stereo not drawn)	9%	-5%	11	i	.	6%	9	-22%	-16%
CCSc1nnc2c(n1)OC(c1ccc(C(=O)O)cc1)N(C(C)=O)c1ccccc1-2 (stereo not drawn)	15%	-3%	6	i	11%	6%	7	-8%	0%
CCOc1cc(C(=O)NCCN2CCOCC2)cc(OCC)c1OCC	-2%	-2%	50*	i	3%	.	3	.	.
N#CCSc1nnc(C2CCCCC2)n1Cc1ccccc1	4%	-10%	0	i	-4%	2%	0	-22%	-7%
CCc1ccc2oc(=O)cc(CN3CCCCC3C)c2c1 (stereo not drawn)	15%	-4%	10	i	-7%	-7%	12	2%	1%
CCCCn1c(SCC(=O)Nc2cc(C)on2)nc2ccsc2c1=O	2%	4%	5	i	-7%	3%	6	-8%	-2%
CCCSc1nc(N)c(C#N)c(-c2ccc(C)cc2)c1C#N	9%	-12%	3	i	-4%	3%	0	0%	4%	PMK inhibit pilot replicates=0.0;Spn MK inh pilot replicates=0.0;DPM-DC inhibit pilot screen %=0.5
CC12CC(NC(=O)N1c1cccc(C(=O)NCc3ccc4c(c3)OCO4)c1)c1cc(Cl)ccc1O2 (stereo not drawn)	43%	-3%	0	i	-1%	.	16	27%	28%
Cc1cccc(-n2ncc3c(NCc4ccccc4)ncnc32)c1	11%	0%	7	i	10%	.	2	29%	-6%
CC(=O)c1cccc(NS(=O)(=O)c2c(C)noc2C)c1	1%	1%	0	i	10%	-3%	7	-5%	11%
O=C(Nc1nccs1)Oc1ccccc1	12%	-6%	10	i	6%	-1%	12	-8%	1%
COCc1cc(C)nc(SCC(=O)Nc2cccc3cccnc23)c1C#N	-3%	-3%	1	i	-3%	2%	1	1%	-2%
CCOC(=O)CN1C(=O)C(O)=C(C(C)=O)C1c1ccccc1 (stereo not drawn)	8%	0%	8	i	-3%	6%	6	-3%	0%
Cn1c(COc2ccccc2)nnc1SCc1nc2ccccc2[nH]1	-8%	-7%	12	i	9%	-3%	3	3%	-4%
CC(=O)C1=C(C)Nc2ncnn2C1c1cccc(OCc2ccccc2)c1 (stereo not drawn)	12%	-8%	12	i	5%	-2%	9	-8%	1%	PMK inhibit pilot replicates=4.0;Spn MK inh pilot replicates=3.0;DPM-DC inhibit pilot screen %=2.5
COc1ccc(CCNC(=O)CC2Nc3cc(C)c(C)cc3NC2=O)cc1OC (stereo not drawn)	4%	-9%	2	i	-1%	-2%	14	3%	0%
O=C(NCc1cn2ccsc2n1)c1cccs1	4%	-7%	7	i	8%	.	8	-9%	6%
CCN1CCN(CC(O)COc2cccc(OC)c2)CC1 (stereo not drawn)	8%	-3%	4	i	10%	2%	12	-2%	6%
CCCCOc1ccc(C(=O)N2CCC(C)CC2)cc1	10%	3%	2	i	5%	-19%	3	-21%	-4%	PMK inhibit pilot replicates=3.5;Spn MK inh pilot replicates=0.0;DPM-DC inhibit pilot screen %=2.5
CCCCNC(=O)CCn1c(=O)c2ccccc2n(CC(=O)Nc2ccccc2OCC)c1=O	-4%	-7%	3	i	6%	3%	8	-6%	-8%
COc1ccc(NC(=O)Cc2nn(C)c(=O)c3ccccc23)c2ncccc12	15%	6%	0	i	.	4%	14	-1%	6%
NC(=O)CSc1nnc(CNc2ccc(F)cc2)n1CC1CCCO1 (stereo not drawn)	14%	-8%	7	i	.	35%	16	2%	-8%
COC(=O)CSc1nnc(-c2sc3cc(OC)ccc3c2Cl)n1C	11%	-9%	7	i	4%	1%	2	0%	1%
O=C(C1CC(c2ccc(F)cc2)=NO1)N1CCN(Cc2ccccc2)CC1 (stereo not drawn)	7%	5%	14	i	-4%	-5%	10	-2%	-6%
CCC1Oc2ccc(C)cc2N(CC(=O)NCc2cc(OC)ccc2OC)C1=O (stereo not drawn)	8%	6%	0	i	1%	-5%	19	-18%	-5%
O=C(c1ccccc1F)N1CCN(c2cccc(C(F)(F)F)c2)CC1	10%	2%	0	i	4%	-7%	18	-5%	-5%

Arranged by molecular weight (smallest number first): part of the list above.
SMILES	TNAP inhibition	Bfl-1 displacement	Spn MK inh	DPM-DC inhibit	LYP phosphatase	HT1080 viability	PMK inhibit	HPDE-C7 cytotoxicity	KRASV12 cytotoxicity	others
CC(=O)c1cccc(NS(=O)(=O)c2c(C)noc2C)c1	1%	1%	0	i	10%	-3%	7	-5%	11%
O=C(C1CC(c2ccc(F)cc2)=NO1)N1CCN(Cc2ccccc2)CC1 (stereo not drawn)	7%	5%	14	i	-4%	-5%	10	-2%	-6%
CCC1Oc2ccc(C)cc2N(CC(=O)NCc2cc(OC)ccc2OC)C1=O (stereo not drawn)	8%	6%	0	i	1%	-5%	19	-18%	-5%

Next results.
SMILES	TNAP inhibition	Bfl-1 displacement	Spn MK inh	DPM-DC inhibit	LYP phosphatase	HT1080 viability	PMK inhibit	HPDE-C7 cytotoxicity	KRASV12 cytotoxicity	others
COCCCNC(=O)CCS(=O)(=O)Cc1ccc(C)cc1	2%	-3%	6	i	-8%	-6%	12	-5%	-15%
CCc1ccc2[nH]c(=O)c(CN(Cc3ccc4c(c3)OCO4)C(=O)c3ccco3)cc2c1	5%	4%	8	i	14%	18%	12	35%	42%
COc1ccc(-n2c(Cc3cccn3C)nnc2SCC(=O)N2CCCC2)cc1	2%	-10%	10	i	14%	-12%	5	-1%	-4%
O=C(Nc1cccc(F)c1)c1cccc(S(=O)(=O)N2CCOCC2)c1	14%	4%	5	i	12%	0%	0	-18%	-12%	PMK inhibit pilot replicates=0.0;Spn MK inh pilot replicates=0.5;DPM-DC inhibit pilot screen %=0.5
Cn1c(=O)[nH]c(=O)c2c1nc(N1CCOCC1)n2CC(O)COc1ccccc1 (stereo not drawn)	8%	-8%	3	i	-2%	10%	0	-11%	-14%
CC1CCN(C(=O)c2cc3ccccc3o2)CC1	0%	-1%	2	i	-4%	-6%	6	.	.
CCCCN(Cc1ccccc1)C(=O)C1CCCN(S(=O)(=O)c2cnc[nH]2)C1 (stereo not drawn)	5%	2%	1	i	4%	-4%	8	6%	-4%
COCCCNc1oc(COc2ccc(Cl)cc2Cl)nc1C#N	3%	6%	7	i	-2%	3%	6	17%	19%
O=S(=O)(NCC1CCCO1)c1cc(Br)c(Br)s1 (stereo not drawn)	.	.	0	i	0%	-7%	12	.	.
O=C(Nc1ccc2c(c1)OCO2)C1CCCN1C(=O)NCc1ccccc1 (stereo not drawn)	14%	-7%	1	i	.	-15%	17	2%	-1%
N#CCCN(Cc1cccnc1)S(=O)(=O)c1ccc(S(=O)(=O)N2CCCCCC2)cc1	11%	-4%	3	i	.	0%	11	4%	-2%
O=C(CC(NCCN1CCOCC1)C(=O)O)Nc1cccc(Cl)c1 (stereo not drawn)	10%	-4%	0	i	-2%	22%	6	-9%	-4%
O=C(CSc1ncn(-c2ccccc2)n1)Nc1ccc2c(c1)OCO2	0%	-6%	12	i	0%	3%	9	3%	2%
COC(=O)CSc1nc(N2CCOCC2)c2c(c1C#N)CC(C)(C)N(C)C2	9%	-5%	13	i	0%	12%	6	-6%	-16%
CC(NC(=O)Cc1cccs1)c1ccncc1 (stereo not drawn)	6%	0%	9	i	4%	10%	6	6%	-6%
O=C(Cn1c(=O)n(Cc2ccco2)c(=O)c2c3c(sc21)CCCC3)Nc1ccccc1	5%	0%	5	i	6%	0%	7	17%	19%
O=C(O)C1C2C=CC(C2)C1C(=O)N1CCN(CCO)CC1 (stereo not drawn)	9%	3%	3	i	4%	42%	0	0%	3%
Cc1ccc2c(c1)NC(=O)C(CC(=O)NCCCN1CCCCC1)O2 (stereo not drawn)	11%	-6%	7	i	2%	-8%	0	-7%	3%
COC(=O)COc1cccc(NC(=O)COc2ccccc2)c1	11%	-6%	4	i	6%	2%	11	4%	-4%	PMK inhibit pilot replicates=4.0;Spn MK inh pilot replicates=4.0;DPM-DC inhibit pilot screen %=2.5
COc1ccc(CN2C(=O)CN(C3CCCCCC3)C(=O)C2c2ccc(OC)c(OC)c2)cc1 (stereo not drawn)	7%	-6%	0	i	2%	-4%	14	-17%	-5%
Cc1ccc(-n2c(=O)cc(N3CCc4ccccc4C3)[nH]c2=O)cc1	.	.	4	i	-8%	-1%	11	.	.
O=C(Nc1nc2ccccc2s1)C1CCCO1 (stereo not drawn)	4%	4%	0	i	.	-1%	16	-14%	-18%
